Screens as filed in PubChem.
BCR signal inh: chronic active BCR signaling inhibition; Potency, µM (highest dose often 46.1 µM), inactives show top-dose ratio change, negative = lower green/red ratio, hits mostly inhibitors; ABC-DLBCL IkBa-CBG/CBR reporter, luminescence ratio, 4 h; 340,000 compounds, 0.05% hits; active = well fitted inhibition curve with a large enough effect in the signal ratio, with a control signal flat, not every such curve was filed as active; inconclusive = small, poorly fitted or top-dose-only effect, or effect the other way, or a change in a side signal; the % refers to the signal ratio;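 note: potency is the fitted concentration of half-maximal effect; plate controls were basal doxycycline-induced cells for no effect and cells given 10 µM MG132 for full effect; MG132 reads +100%, hits lower the ratio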
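Concentration-response series (up to 46 uM) were applied to TMD8 dual-reporter cells for 4 h at 37C with doxycycline. Green/red ratio, after filter-overlap correction, defined %Activity; red signal alone was normalised to basal cells and zero luminescence.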
Tb PFK inh: T. brucei PFK enzyme inhibition; T. brucei PFK, ADP-Glo luminescence; 330,000 compounds, 0.17% hits; Potency, µM (series often up to 57.5 µM), without a hit: top-dose activity, negative = inhibition, most hits filed as inhibitors;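 note: potency is the fitted concentration of half-maximal effect; 0% = uninhibited 1x PFK enzyme wells and -100% = no-enzyme wells; nearly all actives have a fitted effect of over 60% in size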
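Activity is normalized to no-enzyme wells (full inhibition) and 1.25 nM enzyme wells (no inhibition). Reaction: 0.5 mM F6P, 0.1 mM ATP, 45 min RT, ADP-Glo luminescence; concentration-response curves fitted and classed by quality.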
a7 integrin act: activates integrin-mediated alleviation for muscular dystrophy; alpha7betagal myoblasts, beta-gal FDG fluorescence, 48 h; Potency, µM (doses to about 38.3 µM), for inactives: at the top dose activation, actives largely listed as activators; 350,000 compounds, 0.064% hits; AID 624291;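 note: potency is the fitted concentration of half-maximal effect; 100% = response of the positive control SU9516; nearly all actives have a fitted effect of over 60% in size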
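Alpha7betagal+/- myoblasts (passage 13) were plated 16-24 hr, then exposed to compounds (1:260 dilution of DMSO stock) for 48 hours at 37C. After MPER lysis, β-galactosidase reporter activity was read as FDG fluorescence (ex 480/em 540) after 30 minutes.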
FBPA coupling cs: counter-screen for Giardia aldolase inhibitors: coupling enzyme system; coupling enzyme system counterscreen, AmpLite Red fluorescence; activity change, negative = inhibition, % at 58.2 µM, hits read low; 290,000 compounds, 0.67% hits; AID 2472; in the data active = activity change below about -30%; note: % is set by controls: 0 for no effect and ±100 for the full control effect
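Compounds tested against the coupling enzymes alone at 57.5 uM final; readout was AmpLite Red fluorescence (525/598 nm) after 20 min at RT.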
PTAP TSG101 blk: blocks PTAP/TSG101 interaction to inhibit HIV-1 budding; 340,000 tested, under 10 active; Q99816; Potency, µM (titrated, usually from 115 µM), inactives show top-dose activity change, negative = inhibition, most hits filed as inhibitors; Fluorescence polarization, FITC-PTAP peptide / Tsg101 binding; AID 493005; active = well fitted inhibition curve with a large enough effect in the main read-out, with a control signal flat, not every such curve was filed as active; inconclusive = small, poorly fitted or top-dose-only effect, or effect the other way, or a change in a side signal; inactive = no such curve, though single readings can be large or run the other way; note: potency is the fitted concentration of half-maximal effect; % of control where 0% means no effect
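Fluorescence anisotropy tracks displacement of a FITC-tagged PTAP peptide (50 nM) from the Tsg101 binding domain (10 uM), following a 20 min room-temperature incubation at pH 7.5.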
Giardia killer: Giardia lamblia killing | Giardia lamblia trophozoite viability | activity change, % at 7.66 µM, hits read low | 340,000 compounds, 0.15% hits | AID 540267; in the data active = activity change below about -80%; inconclusive = between about -30% and that limit;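 note: parasites exposed to compound for two days anaerobically before the ATP read; % is set by controls: 0 for no effect and ±100 for the full control effect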
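Compounds were tested on trophozoites seeded at 100 cells/well and held 48 hrs at 37 deg C anaerobically. An ATP-based luminescent kit measured the remaining live cells.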
PKM2 act: activators of human pyruvate kinase M2; P14618; purified PKM2, Kinase-Glo ATP luminescence, activation; response scale: 0% is enzyme alone, no compound; Potency, µM (series often up to 57.5 µM), without a hit: at the top dose activation, most hits filed as activators; 260,000 compounds, 0.34% hits; AID 1631; note: potency is the fitted concentration of half-maximal effect; % is set by controls: 0 for no effect and ±100 for the full control effect; nearly all actives have a fitted effect of over 55% in size
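Purified hPK-M2 (>95%) run at intermediate activity with 0.1 mM ADP and 0.5 mM PEP in 50 mM imidazole pH 7.2, KCl, MgCl2; 1 h room temperature. ATP formed read by Kinase-Glo luminescence; normalized to uninhibited and no-enzyme controls.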
Menin-MLL TR inh: menin-MLL binding inhibition, Texas Red mutant peptide; O00255; Menin + Texas Red MLL mutant peptide, fluorescence polarization; Potency, µM (titrated, usually from 61.6 µM), without a hit: at the top dose FP activity change, negative = inhibition, hits mostly inhibitors; 270,000 compounds, 0.23% hits; active = well fitted inhibition curve with a large enough effect in the polarisation, with a control signal flat, not every such curve was filed as active; inconclusive = small, poorly fitted or top-dose-only effect, or effect the other way, or a change in a side signal; inactive = no such curve, though single readings can be large or run the other way; the % refers to the polarisation; note: potency is the fitted concentration of half-maximal effect; % of control where 0% means no effect; many of its hits are not listed in these tables
Target sequence (O00255 whole entry, looked up): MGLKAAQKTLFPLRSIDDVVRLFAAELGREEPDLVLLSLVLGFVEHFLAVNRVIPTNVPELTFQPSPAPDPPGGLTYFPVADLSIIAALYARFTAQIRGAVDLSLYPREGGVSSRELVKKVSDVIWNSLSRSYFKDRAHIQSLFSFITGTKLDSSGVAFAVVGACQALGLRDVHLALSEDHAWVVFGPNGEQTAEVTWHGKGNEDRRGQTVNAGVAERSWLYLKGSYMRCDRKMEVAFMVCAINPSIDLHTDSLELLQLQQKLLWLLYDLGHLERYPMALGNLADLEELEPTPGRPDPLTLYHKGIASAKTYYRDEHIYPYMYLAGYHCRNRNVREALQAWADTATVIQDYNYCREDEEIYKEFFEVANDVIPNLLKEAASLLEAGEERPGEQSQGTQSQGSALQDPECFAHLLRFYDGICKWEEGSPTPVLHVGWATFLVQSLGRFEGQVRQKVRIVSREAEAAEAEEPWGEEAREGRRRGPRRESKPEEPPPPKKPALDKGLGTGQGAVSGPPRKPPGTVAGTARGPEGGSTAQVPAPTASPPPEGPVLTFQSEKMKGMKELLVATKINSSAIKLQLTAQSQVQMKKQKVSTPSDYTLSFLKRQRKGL
S-ASM inh: inhibitors of human secretory acid sphingomyelinase. P17405. AID 504937. Potency, µM (highest dose often 57.5 µM), inactives show at the highest dose activity change, negative = inhibition, actives largely listed as inhibitors. 340,000 compounds, 0.006% hits. placental ASM, HMU-PC fluorogenic substrate, 60 min; note: potency is the fitted concentration of half-maximal effect
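Fluorescence read-out (Ex 386 nm, Em 447 nm) after stopping the reaction at pH 10. Enzyme: ASM from human placenta; substrate HMU-PC0, 9 uM final; 60 min, 37 °C. Compound preincubation 10 min, ambient temperature.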
GALK inhibitor: blocks human galactokinase activity | 270,000 compounds, 0.007% hits | Potency, µM (top dose mostly 57.5 µM), for the others: top-dose activity change, negative = inhibition, hits mostly inhibitors | P51570 | Purified GALK, Kinase-Glo residual ATP luminescence; note: potency is the fitted concentration of half-maximal effect; % is set by controls: 0 for no effect and ±100 for the full control effect
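Galactose (100 uM) and ATP (35 uM) were turned over by 5 nM GALK for 1 h at RT. Kinase-Glo Plus then converted the remaining ATP into a luminescent signal.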
B2AR arrestin: recruits beta-arrestin to the human beta2-adrenergic receptor; 330,000 compounds, 0.02% hits; P07550; AID 492947; beta-arrestin recruitment to beta2AR, cell-based reporter; Potency, µM (highest dose often 46.1 µM), for inactives: at the top dose activation, most hits filed as activators;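 note: potency is the fitted concentration of half-maximal effect; 0% = DMSO controls and full agonism = EC100 isoproterenol or metaproterenol; nearly all actives have a fitted effect of over 65% in size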
Target sequence (P07550 whole entry, looked up): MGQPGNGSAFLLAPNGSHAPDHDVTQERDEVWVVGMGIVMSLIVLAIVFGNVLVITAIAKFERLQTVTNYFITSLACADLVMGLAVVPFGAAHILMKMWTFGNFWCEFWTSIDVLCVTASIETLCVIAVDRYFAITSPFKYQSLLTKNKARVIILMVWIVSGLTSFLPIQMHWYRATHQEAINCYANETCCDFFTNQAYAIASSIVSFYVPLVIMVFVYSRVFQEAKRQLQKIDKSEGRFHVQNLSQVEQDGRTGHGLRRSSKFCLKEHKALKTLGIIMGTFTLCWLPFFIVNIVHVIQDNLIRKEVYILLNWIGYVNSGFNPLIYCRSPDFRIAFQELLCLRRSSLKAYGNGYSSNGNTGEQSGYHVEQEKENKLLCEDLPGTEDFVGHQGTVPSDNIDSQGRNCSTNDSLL
Starred values were filed as active, the others as inactive; ? = inconclusive; . = not tested or not shown; [ ] = remark or other dose. Unless noted, calls come from the whole dose curve; as a rule, active = well fitted curve in the direction sought with a large enough effect; inconclusive = small, poorly fitted or top-dose-only effect, or another doubt; inactive = no such curve, though single readings can be large; an effect the other way counts as inactive or inconclusive. An excerpt; rates above refer to the full screens.

SMILES	BCR signal inh	Tb PFK inh	a7 integrin act	FBPA coupling cs	PTAP TSG101 blk	Giardia killer	PKM2 act	Menin-MLL TR inh	S-ASM inh	GALK inhibitor	B2AR arrestin
NC(=O)Cn1c(=O)n(CCCC(=O)NC2CCN(Cc3ccccc3)CC2)c(=O)c2ccccc21	?	-3%	0%	1	0%	7	1%	-8%	-5%	-1%	-0.2%
COc1cc(OC)cc(-c2cc3nc(C)c(CCC(=O)Nc4nc(C)cs4)c(C)n3n2)c1	?	0%	20%	1	-4%	11	-3%	3%	4%	.	-0.1%
CN(C)C(CNC(=O)c1ccc(Cl)c(S(=O)(=O)N2CCCCCC2)c1)c1ccccc1 (centres undefined)	5%	2%	-32%	.	-2%	-8	.	.	1%	.	-0.2%
Cc1cc(C(=O)COC(=O)[C@H](C)NC(=O)c2ccco2)c(C)n1Cc1ccco1	?	7%	14%	-2	-2%	9	6%	-1%	-2%	-3%	-0.1%
CCCCCNC(=O)CCc1ccccc1	-7%	0%	13%	1	-7%	5	-3%	0%	6%	-5%	-1.4%
CC(C)Nc1nnc(SC(C)C(=O)Nc2ccc(Cl)cn2)s1 (centres undefined)	-1%	-1%	?	3	-2%	15	8%	1%	-3%	1%	0.4%
CCOC(=O)c1ccc(NC(=O)c2nccnc2C(=O)O)cc1	6%	3%	18%	-9	-5%	-23	0%	3%[11.7 µM]	0%	2%	-1.0%
C=CCOc1ccc(CN(C)C(=O)c2ccc(CNS(=O)(=O)c3ccc(C)c(C)c3)cc2)cc1	-4%	-2%	-64%[inhibitor]	.	-1%	-7	.	.	-11%	.	0.3%
CC1COc2ccccc2N1S(=O)(=O)c1ccc(Cl)cc1 (centres undefined)	1%	-1%	-43%	1	0%	-2	-6%	22%	-5%	3%	-0.3%
Cc1nnc(SCC(=O)Nc2c(Cl)cccc2Cl)n(N)c1=O	-8%	-2%	6%	.	-1%	-16	.	.	-3%	.	0.1%
CCN(CC)CCCNc1nc2ccccc2[nH]1	4%	-4%	18%	-2	-1%	-5	-3%	-1%	-3%	1%	-0.2%
CC(C)(C)NC(=O)CSc1ncnc2c1cnn2-c1ccccc1	?	1%	-3%	1	-8%	-1	6%	-25%	-1%	-4%	-0.9%
CC(=O)c1c(C)[nH]c(C(=O)OCc2nnc(-c3ccccc3)o2)c1C	?	?	-20%	-1	-3%	-12	-5%	3%	-2%	2%	-1.1%
COC(=O)CSc1nnc(CNC(=O)c2ccco2)n1-c1ccc(F)cc1	-2%	-3%	-23%	5	-8%	-14	3%	-11%	6%	1%	-1.0%
Cc1ccccc1-n1nnnc1SC(C)C(=O)Nc1ccc(N2CCN(C)CC2)cc1 (centres undefined)	22%	-2%	-45%[inhibitor]	1	-1%	18	2%	-10%	-3%	.	-1.0%
O=C(CSc1nnnn1-c1ccc2c(c1)OCCO2)c1cccc2c1OCCO2	5%	-1%	-18%	1	-5%	-5	1%	?	-1%	6%	-0.4%
COc1ccc(NC(=O)Nc2ccc3c(c2)OCO3)c(C)c1	0%	-9%	-13%	.	-6%	-27	-1%	.	-3%	5%	-1.0%
O=C(NC(N1CCOCC1)C(Cl)(Cl)Cl)c1ccccc1Cl (centres undefined)	-14%	0%	7%	4	-1%	-7	-16%	-8%	4%	4%	0.1%
O=C(O)c1c2c(nc3ccccc13)/C(=C/c1c(F)cccc1F)CCC2	-17%	0%	-19%	11	-6%	-16	-2%	54%[activator]	19%	5%	-0.2%
COc1ccc(Nc2nc3c(C)cccn3c(=O)c2C=NCc2ccccc2)cc1	-1%	-2%	14%	0	2%	9	-10%	3%	-16%	7%	-0.2%

Entries of single compounds, looked up by structure. Values in the order: BCR signal inh	Tb PFK inh	a7 integrin act	FBPA coupling cs	PTAP TSG101 blk	Giardia killer	PKM2 act	Menin-MLL TR inh	S-ASM inh	GALK inhibitor	B2AR arrestin
`CC(=O)c1c(C)[nH]c(C(=O)OCc2nnc(-c3ccccc3)o2)c1C` across the screens: ?	?	-20%	-1	-3%	-12	-5%	3%	-2%	2%	-1.1%
`Cc1ccccc1-n1nnnc1SC(C)C(=O)Nc1ccc(N2CCN(C)CC2)cc1` (centres undefined) across the screens: 22%	-2%	-45%[inhibitor]	1	-1%	18	2%	-10%	-3%	.	-1.0%
`O=C(NC(N1CCOCC1)C(Cl)(Cl)Cl)c1ccccc1Cl` (centres undefined) across the screens: -14%	0%	7%	4	-1%	-7	-16%	-8%	4%	4%	0.1%
`COc1ccc(NC(=O)Nc2ccc3c(c2)OCO3)c(C)c1` across the screens: 0%	-9%	-13%	.	-6%	-27	-1%	.	-3%	5%	-1.0%

Next entries follow.
SMILES	BCR signal inh	Tb PFK inh	a7 integrin act	FBPA coupling cs	PTAP TSG101 blk	Giardia killer	PKM2 act	Menin-MLL TR inh	S-ASM inh	GALK inhibitor	B2AR arrestin
CCOC(=O)Nc1ccc(Oc2ccccc2)cc1	2%	0%	0%	-1	-2%	-1	-4%	-22%	-1%	0%	0.0%
CC(=O)c1ccc(OCc2cc([N+](=O)[O-])cc3c2OCOC3)cc1	0%	-6%	7%	5	-1%	-12	0%	35%[activator]	-3%	4%	-0.1%
Brc1ccc(CSc2ccc(-c3ccco3)nn2)cc1	?	-3%	-7%	-1	-3%	-3	-2%	11%	-3%	2%	0.0%
COc1cc(OC)cc(-c2nc3nc(C)c(CCC(=O)NCC(OC)OC)c(C)n3n2)c1	25%	-3%	-17%	3	-8%	21	2%	4%	-2%	-2%	-0.2%
Cc1ccc(S(=O)(=O)NCc2ccccn2)c(C)c1	0%	7%	21%	0	-4%	-5	-2%	8%	4%	-5%	-1.1%
Fc1ccccc1-c1nc(NC2CCCC2)c2ccccc2n1	13%	5%	-19%	0	0%	10	.	16%	-3%	-5%	-0.9%
O=C(COc1ccc2ccccc2c1)Nc1nnc(-c2ccco2)s1	?	5%	7%	4	-6%	-6	0%	.	-9%	-1%	0.1%
O=C1CCC(=O)N1CNc1ccc(Oc2ccccc2)cc1	.	.	11%	5	-9%	16	-1%	9%	-1%	-2%	.
CC(=O)c1c(C)n(-c2ccccc2)c2ccc(OCC(N)=O)cc12	?	0%	10%	-7	1%	0	0%	-5%	0%	1%	0.4%
CCOC(=O)CSc1nnc(Cc2ccccc2)n1-c1cccc(Cl)c1	1%	1%	17%	.	-5%	-19	0%	-20%	4%	0%	0.2%
CCN(C(=O)C1CCCN1S(=O)(=O)c1ccc2c(c1)n(C)c(=O)c(=O)n2C)c1ccccc1 (centres undefined)	7%	1%	0%	4	-4%	-6	7%	-16%	5%	.	0.3%
O=C(CC12CC3CC(CC(C3)C1)C2)Nc1cccc2ncccc12	1%	4%	10%	2	-9%	9	-3%	-5%	-3%	0%	-0.4%
O=C(NCCN1CCN(C(=O)c2ccc([N+](=O)[O-])cc2)CC1)C(=O)Nc1ccc(F)cc1	?	2%	-13%	.	-1%	28	1%	.	-2%	-5%	-1.4%
COCCOC(=O)c1[nH]c2c(c1C)C(=O)CC(c1ccccc1)C2 (centres undefined)	?	-2%	-34%	0	-2%	4	-4%	8%	-1%	-2%	-0.2%
CCOc1ccc(NC(=O)C2CCC(CNc3c(N4CCC(C)CC4)c(=O)c3=O)CC2)cc1 (centres undefined)	1%	-1%	1%	-2	-1%	3	-6%	.	-4%	-2%	-0.6%

Structures shown so far containing a furan ring, fused or not (four):
SMILES	BCR signal inh	Tb PFK inh	a7 integrin act	FBPA coupling cs	PTAP TSG101 blk	Giardia killer	PKM2 act	Menin-MLL TR inh	S-ASM inh	GALK inhibitor	B2AR arrestin
Cc1cc(C(=O)COC(=O)[C@H](C)NC(=O)c2ccco2)c(C)n1Cc1ccco1	?	7%	14%	-2	-2%	9	6%	-1%	-2%	-3%	-0.1%
COC(=O)CSc1nnc(CNC(=O)c2ccco2)n1-c1ccc(F)cc1	-2%	-3%	-23%	5	-8%	-14	3%	-11%	6%	1%	-1.0%
Brc1ccc(CSc2ccc(-c3ccco3)nn2)cc1	?	-3%	-7%	-1	-3%	-3	-2%	11%	-3%	2%	0.0%
O=C(COc1ccc2ccccc2c1)Nc1nnc(-c2ccco2)s1	?	5%	7%	4	-6%	-6	0%	.	-9%	-1%	0.1%
